Assay outcomes (PubChem BioAssay)
EBV gp42 inh: Epstein-Barr virus gp42 inhibitors, primary screen, biochemical, uHTS, fluorescence polarization. Glycoprotein 42 (Epstein-Barr virus (strain AG876)), Q1HVG2. Fluorescence polarization binding assay, mP read-out. inhibition, % (tested at 21.74 µM). 0.42% of 220,000 active. AID 1085, 2008; in the data active means inhibition above about 50%
14-3-3 Bad inh: inhibitors of 14-3-3 zeta/Bad binding, primary screen, biochemical, TR-FRET, bovine 14-3-3 zeta; 0.71% of 220,000 active; AID 781, 2007; TR-FRET 14-3-3zeta/Dy647-pBad peptide displacement, 1 h; inhibition, % at 21.7 µM;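 active means inhibition above about 70%, limit read from the data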;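 further: 0% = full 14-3-3 plus peptide FRET controls and 100% = background without 14-3-3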
Target sequence (P63103 whole entry, looked up): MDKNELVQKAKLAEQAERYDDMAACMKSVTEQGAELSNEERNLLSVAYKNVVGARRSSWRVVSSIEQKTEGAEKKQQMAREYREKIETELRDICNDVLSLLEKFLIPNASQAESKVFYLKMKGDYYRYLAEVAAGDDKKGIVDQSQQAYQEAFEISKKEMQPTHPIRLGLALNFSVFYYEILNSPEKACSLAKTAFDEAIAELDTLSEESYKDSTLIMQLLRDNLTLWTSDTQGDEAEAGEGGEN
Thrombin inh: human alpha-thrombin inhibitors, primary screen, counter-screen for coagulation protease inhibitor project, biochemical, 1536-well, fluorogenic AMC substrate; AID 1046, 2008; inhibition, % at 5 µM; 0.26% of 220,000 active; Boc-VPR-AMC fluorogenic substrate cleavage;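 active means inhibition at or above 40%; inactive means inhibition below 40%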;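 further: 0% = enzyme with no compound and 100% = wells without enzyme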
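signal = AMC fluorescence, 355/460 nm | material = human alpha-thrombin enzyme | control set = enzyme without compound as high, wells lacking enzyme as low | times = reaction at room temperature | read-out basis = percent inhibition scaled between no-compound controls and no-enzyme blanks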
NCF1 inh: p47phox/p22phox peptide binding inhibitors, primary screen, biochemical, uHTS, NADPH oxidase regulatory subunit | fluorescence polarization, 2 h | inhibition, % at 24.7 µM | 0.53% of 220,000 active | Neutrophil cytosol factor 1 (Homo sapiens), P14598;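 further: 0% = p47phox with labelled peptide and 100% = labelled peptide alone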
Target sequence (P14598 whole entry, looked up): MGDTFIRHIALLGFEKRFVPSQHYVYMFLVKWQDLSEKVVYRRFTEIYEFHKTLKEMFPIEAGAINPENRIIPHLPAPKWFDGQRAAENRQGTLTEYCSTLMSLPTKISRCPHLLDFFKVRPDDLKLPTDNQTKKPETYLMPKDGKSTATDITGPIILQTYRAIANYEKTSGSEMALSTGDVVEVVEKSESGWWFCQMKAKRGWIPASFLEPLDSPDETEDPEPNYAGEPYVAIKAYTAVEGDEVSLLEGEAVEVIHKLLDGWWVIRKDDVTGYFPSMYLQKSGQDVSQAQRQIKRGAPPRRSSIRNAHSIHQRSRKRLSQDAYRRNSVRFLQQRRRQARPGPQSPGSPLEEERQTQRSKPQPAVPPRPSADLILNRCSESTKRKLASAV
Rad51 HR inh: human RAD51 strand exchange inhibitors, primary screen, biochemical, fluorescence; DNA repair protein RAD51 homolog 1 (Homo sapiens), Q06609; hRad51 DNA strand exchange, fluorescence dequenching; inhibition, % at 10 µM; 0.085% of 200,000 active; AID 1385, 2008;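 active means inhibition above 40% at the single screening dose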;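 further: 0% = DMSO control wells and 100% = blanks with heterologous ssDNA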
Target sequence (Q06609 whole entry, looked up): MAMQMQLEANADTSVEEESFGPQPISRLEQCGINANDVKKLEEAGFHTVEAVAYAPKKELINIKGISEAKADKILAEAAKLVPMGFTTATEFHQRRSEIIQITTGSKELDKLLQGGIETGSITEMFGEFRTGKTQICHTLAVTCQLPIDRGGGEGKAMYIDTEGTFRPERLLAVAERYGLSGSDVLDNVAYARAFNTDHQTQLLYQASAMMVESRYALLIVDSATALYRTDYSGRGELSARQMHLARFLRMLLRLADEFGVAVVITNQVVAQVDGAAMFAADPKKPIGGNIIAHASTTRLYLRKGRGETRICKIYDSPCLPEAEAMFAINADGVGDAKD
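Material: human Rad51–ssDNA filaments; Probe or stimulus: labelled 47-mer dsDNA for strand exchange; Doses: single 10 µM dose; Incubation: 37 °C 15-min filament assembly, 30-min compound preincubation, 15-min exchange; Technique: FRET fluorescence dequenching, excitation 485 nm, emission 520 nm; Measure: Fluorescence-based percent inhibition, control- and blank-normalised; Benchmarks: plate control and blank wells.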
Furin inh: human furin inhibitors, primary screen, biochemical, fluorescence intensity | purified furin, fluorogenic substrate cleavage | inhibition, % at 30 µM | 0.061% of 220,000 active | P09958; in the data active means inhibition above about 25%; further: inactives centre near -15
KLK5 inh: human KLK5 protease inhibitors, primary screen, biochemical, 1536-well. AID 873, 2007. 0.59% of 210,000 active. recombinant hK5, fluorogenic AMC substrate cleavage. inhibition, % at 5 µM;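 active means inhibition of 40% or more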;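 further: 0% = enzyme controls without compound and 100% = no-enzyme blanks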
eIF4E 4G PPI: eIF4E–eIF4G protein interaction inhibitors, primary screen, biochemical, uHTS, TR-FRET, eIF4GI fragment; Eukaryotic translation initiation factor 4E (Mus musculus) + Eukaryotic translation …; TR-FRET eIF4E-eIF4GI(517-606) binding, 2 h; inhibition, % at 21.7 µM; 0.37% of 220,000 active;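 further: 0% = full FRET control wells and 100% = background wells lacking eIF4GI fragment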
Cl transport mod: KCC2 cotransporter modulators, thallium flux, primary screen, cell-based, HEK293 KCC2, FluoZin-2 fluorescence, MLSMR; KCC2 cells, thallium flux FluoZin-2 fluorescence; B-score of Tl+ flux slope (higher = more flux/activation; lower = inhibition) at 10 µM; 2.2% of 190,000 active; AID 1456, 2008;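 active means thallium flux slope and its plate-corrected score both differing from the plate sample mean at a set confidence after two filtering rounds, in either direction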;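 further: slope of fluorescence scaled to starting intensity during 10 to 20 s after thallium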
* hit, by the source's call; i = inactive; nt = no result given; [ ] = dose if it differs, or a comment.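 How the source made its calls, unless noted: active means inhibition above about 30% (limit read from the data); inactive means the rest.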

SMILES	EBV gp42 inh	14-3-3 Bad inh	Thrombin inh	NCF1 inh	Rad51 HR inh	Furin inh	KLK5 inh	eIF4E 4G PPI	Cl transport mod
COc1ccc(C2=NN(C(=O)CSC3=NN4CCCC(=O)N=C4S3)C(c3cccc(OC)c3OC)C2)cc1 (stereo not drawn)	9	-5	nt	-3	-2	-16	6	-4	-0.28
COC(=O)c1ccc(CNC(=O)c2c3c(nc4ccccc24)CCN(Cc2ccccc2)C3)cc1	-15	4	-3	-18	-6	-19	-7	4	0.19
CCCc1nc2ccccc2c(C(=O)OCC(=O)Nc2ccc(S(=O)(=O)N3CCOCC3)cc2)c1CC	-24	19	-4	-37	0	-19[20 µM]	-19	-14	-2.4
CCN1/C(=C/c2cc[n+](CCCS(=O)(=O)[O-])c3ccccc23)Sc2ccccc21	-95	8	-3	-88	i	4	3	3	-0.049
COC(=O)c1ccccc1NC(=O)N1CCN(c2ccc(F)cc2)CC1	-7	0	-6	3	-5	1	-5	1	0.55
Cn1nnnc1SCC(=O)N1CCN(C(c2ccccc2)c2ccccc2)CC1	-11	15[fluorescence artefact?]	-2	-12	-8	-22[20 µM]	-26	3[fluorescence artefact?]	0.0098
Cc1ccc(N(C(=O)NC2CCCCC2)C2=NCCCCC2)cc1	4	-2[fluorescence artefact?]	-12	-8	7	-9	-11	-2	0.037
CCn1cc(CNC(=O)c2cc(COc3ccc(F)cc3F)on2)cn1	-13	-11	-16	-3	7	-24	-4	1	nt
CCOC(=O)C1(Cc2cccc(F)c2)CCN(C(=O)C2CCCO2)CC1 (stereo not drawn)	-9	-3	-5	9	-12	-23	nt	3	-0.058
CCO[C@H]1OC(C(=O)N2CCN(Cc3ccc4c(c3)OCO4)CC2)=C[C@@H](c2ccc(C(F)(F)F)cc2)[C@@H]1CCCO	-8	-2	-2	-12	9	-36	2	-1	-0.11
CCc1nc2sc3c(=O)n(N)cnc3c2c2c1COC(C)(C)C2	-22	4	1	-4	-14	0	-2	0[fluorescence artefact?]	-0.22
O/N=C(\c1ccc(Cl)cc1)c1cc2ccccc2o1	8	nt	-3	2	nt	-30	10	nt	-1.5
COc1ccc(N2C(=O)CN=C2Nc2nc(C)cc(C)n2)cc1OC	-11	-4[fluorescence artefact?]	-1	-12	-6	-15[20 µM]	-5	-9	0.41
COc1ccc(-n2c(C)cc(C(=O)CSc3nnc(-c4cccs4)o3)c2C)cc1	-42	-9	3	-58	2	-11	-6	-15	-1.9
O=C(NCCN1CCCC1)C1COc2ccccc2O1 (stereo not drawn)	-14	15[fluorescence artefact?]	-3	-17	-7	-13[20 µM]	0	1[fluorescence artefact?]	0.003
COc1ccccc1-c1cn(S(=O)(=O)c2ccc(F)cc2)nc1N	-8	0	-3	-12	17	-12[20 µM]	1	1	nt
C=CCNc1sc(C(=O)C(C)(C)C)c(N)c1C#N	-12	-8	-7	11	0	-19[20 µM]	-1	-3	0.61
O=C(COC(=O)CCCN1C(=O)c2cccc3cccc(c23)C1=O)Nc1ccc(Cl)cc1	-9	-1	4	-4	2	-15	-5	6	-0.31
CCOCCCNS(=O)(=O)c1ccc2c(c1)CCN2C(=O)CC	-5	-7	2	-7	0	-8[20 µM]	-6	0[fluorescence artefact?]	0.99
CCOC(=O)c1c(NC(=O)C(C)N2CCN(C(=O)c3ccco3)CC2)sc2c1CCCC2 (stereo not drawn)	-28	5	-2	-11	nt	-10[20 µM]	5	2	-0.81
N#C/C(=C/c1ccccc1)c1nn(CCO)c(N)c1C#N	-8	3[fluorescence artefact?]	-1	-8	-5	-10[20 µM]	-30	-9[fluorescence artefact?]	nt
CCOC(=O)CSc1ncnc2c1cnn2-c1ccc(C)cc1	-16	-10	-3	0	1	-15[20 µM]	6	8	-0.56
COc1ccc2c(c1[N+](=O)[O-])CCC/C2=N/OC(=O)c1cccc2ccccc12	-7	-8[fluorescence artefact?]	-4	-4	6	-13[20 µM]	3	0	0.1
COc1ccc(-c2noc(CCCOc3ccccc3)n2)cc1OC	-1	5	2	-13	-3	-20[20 µM]	11	-6	-2
COc1ccc(/C=N/NC(=S)Nc2ccccc2)cc1COc1ccc(F)cc1F	-7	7[fluorescence artefact?]	-9	-5	-3	-2	-20	-4	1.6

(cont.)
SMILES	EBV gp42 inh	14-3-3 Bad inh	Thrombin inh	NCF1 inh	Rad51 HR inh	Furin inh	KLK5 inh	eIF4E 4G PPI	Cl transport mod
O=C(/C=C/c1ccc([N+](=O)[O-])cc1)N1CCN(S(=O)(=O)c2cccs2)CC1	-2	-1	-1	1	13	-5	-2	2	-0.49
O=C1N=c2ccccc2=C1c1sc(=S)n(Cc2ccccc2Cl)c1O	-2	-9	-3	0	-6	-20	12	2	0.46
CN(CC(=O)O/N=C(\N)c1ccccn1)S(=O)(=O)c1ccccc1	-11	2	-1	-11	-9	-29[20 µM]	-4	3	nt
CC(C)=CCN1CCN(Cc2cnc(C)s2)CC1CCO (stereo not drawn)	-2	-3	-4	-9	-76	-22	-3	2	1.7
O=c1c2c(nc3c(-c4ccccc4)c[nH]n13)CCCC2	-9	-14	-3	-13	2	-8[20 µM]	-33	-6	2.8*
CCOC(=O)C1=C(C)Nc2nc(SCC)nn2C1c1ccc(OC)cc1 (stereo not drawn)	-12	-1	-5	-2	1	-17[20 µM]	1	1	nt
COc1cc(C2=NOC(C(=O)Nc3c(C)n(C)n(-c4ccccc4)c3=O)C2)cc(OC)c1OC (stereo not drawn)	-17	3	0	-2	-7	-29	-2	-4	0.29
Cc1[nH]c2ccccc2c1Cc1nnc(SCC(N)=O)o1	-14	1	-2	-8	4	-22	-9	4	0.53
CC(C)c1ccc(/C=N/NC(=O)CC(=O)NCc2ccccc2)cc1	3	1	-1	-1	8	-21	-14	-1	0.095
O=C(CNS(=O)(=O)c1ccccc1)N/N=C/c1ccc(O)cc1	-2	-10	-4	-8	nt	-8	-4	0	-0.052
O=C(OCC(=O)N1CCOCC1)c1ccccc1Cc1ccccc1	12	-1	-9	-1	1	-10	12	2	-0.051
COc1ccc(Cl)cc1C(=O)Nc1ccc(CN2CCCCC2)cc1	-7	-7	-6	-4	2	-18	0	-1	1.2
CC(C)C1=NN(C(=O)c2cccnc2)C(O)(C(F)(F)F)C1 (stereo not drawn)	-19	3	-5	-54	0	-2[20 µM]	19	9	nt
Cc1cccc(C)c1NC(=S)NC(=O)c1ccc(Br)o1	1	-6	-3	-1	2	-26	-3	-1	192*
Cc1ccc2cc([N+](=O)[O-])ccc2n1	-44	11	-1	-3	23	-25	3	3	-0.28
CC(C)(C)NC(=O)C1Cc2ccccc2CN1C(=O)Nc1cccc(Cl)c1 (stereo not drawn)	-18	-3	-6	-3	-9	-11	3	1	nt
COc1ccc(CN(CCCN2CCOCC2)S(=O)(=O)N(C)C)cc1OC	-9	5[fluorescence artefact?]	-4	-11	7	-11	2	2[fluorescence artefact?]	nt
COC(=O)CCCCC1SCC(NC(=O)c2ccccc2)C1OC(C)=O (stereo not drawn)	-2	-9	-5	4	-9	-15	0	-5	-0.14
COC(=O)CN(c1ccc(OC)cc1OC)S(=O)(=O)c1ccccc1[N+](=O)[O-]	-21	-6	0	-6	-1	-29	-1	6	-0.51
CN1C(=O)/C(=C/c2ccccc2OCc2ccc(C(=O)O)cc2)NC1=S	-3	-10	-8	-8	11	-15	-6	-2	-0.77
CCCOc1ccc(/C=C/c2[nH]c(=O)[nH]c(=O)c2[N+](=O)[O-])cc1OCC	-70	0	1	-42	-14	-4	10	-4	0.33
CCN1C(=C(C#N)C#N)C=Cc2cc(C)ccc21	34	-3	2	3	-20	-13	-3	-1	1.2
CC1(C)C=Cc2c(c3ccccc3[nH]c2=O)O1	-6	-3[fluorescence artefact?]	5	-10	3	-18	-10	-2[fluorescence artefact?]	-0.26
O=C(COc1ccccc1)NCCSCc1ccc(Cl)cc1	-6	-14	-2	-10	-1	-4	-25	6	-1.8
Cc1cc(S(=O)(=O)NC2CCN(Cc3ccccc3)CC2)c(C)cc1Cl	-6	-1	14	-15	-5	-8	26	-4	-0.17

Going on with the list:
SMILES	EBV gp42 inh	14-3-3 Bad inh	Thrombin inh	NCF1 inh	Rad51 HR inh	Furin inh	KLK5 inh	eIF4E 4G PPI	Cl transport mod
C[C@@H]1NC(=O)[C@H](CCCN=C(N)N)NC(=O)c2cc([N+](=O)[O-])cc(I)c2NCCC[C@@H](C(N)=O)NC1=O	-9	2	-3	-3	0	-3	-7	1	-0.43
Cc1ccc(S(=O)(=O)N2CCOCC2)cc1C(=O)NC(=S)N1CC(C)CC(C)C1 (stereo not drawn)	-9	-5	-1	-14	-8	-19	0	-2	1
CCn1c(SCC(=O)N2c3ccccc3Sc3ccccc32)nnc1-c1ccco1	13	-8	6	-3	4	-2[20 µM]	-8	-1	-1.1
O=C(COC(=O)COc1ccc(Cl)cc1Br)NCc1cccs1	2	2	16	7	nt	-11	-1	2	-0.015
CCOc1ccc(C2CC(c3cccc(OC)c3OC)n3nnnc3N2)cc1Cl (stereo not drawn)	-19	1	8	-15	3	-9	2	0	1.1
CC(C)CC(=O)NC(=S)Nc1ccccc1C(F)(F)F	-10	9	-4	-3	-31	-14	-7	2	1
Cc1cc(NC(=O)CCC(=O)N(Cc2cccs2)C(C(=O)NC2CCCC2)c2ccncc2)no1 (stereo not drawn)	-3	-4	-4	-11	0	-20	1	5	0.74
Cn1nc(C(F)(F)F)c(/C=N/OC(=O)c2ccc(Cl)cc2)c1Cl	-2	15	-1	-1	6	-17[20 µM]	-21	3	0.81
CC(C)(C)c1ccc(Oc2cccc(C3CC(=O)C(C4NCCc5ccccc54)C(=O)C3n3cncn3)c2)cc1 (stereo not drawn)	1	-11	-3	-12	3	-14[20 µM]	-4	0	-0.7
CC(NC(=O)COC(=O)c1cn(-c2ccccc2)nc1-c1cccs1)c1ccccc1 (stereo not drawn)	-3	-27	9	-54	4	-10[20 µM]	29	-92	-0.41
